# Source: PubChem BioAssay (several laboratories)
# COUP-TFII inh = NR2F2 transcriptional activity inhibitors, primary screen, cell-based, luciferase reporter, HEK293T, luminescence | 0.7% of 370,000 active | AID 686940, 2013 | HEK293T NGFI-A luciferase reporter | inhibition, % at 8.6 µM;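 active means inhibition above a per-plate cutoff, mean inhibition of test wells between control levels plus 3 SD, cut at about 38% in these data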;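 further: cells cotransfected with COUP-TFII expression vector driving the NGFI-A reporter; 0% = median of COUP-TF2 test wells and 100% = reporter-only cells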
# Target sequence (P24468 whole entry, looked up): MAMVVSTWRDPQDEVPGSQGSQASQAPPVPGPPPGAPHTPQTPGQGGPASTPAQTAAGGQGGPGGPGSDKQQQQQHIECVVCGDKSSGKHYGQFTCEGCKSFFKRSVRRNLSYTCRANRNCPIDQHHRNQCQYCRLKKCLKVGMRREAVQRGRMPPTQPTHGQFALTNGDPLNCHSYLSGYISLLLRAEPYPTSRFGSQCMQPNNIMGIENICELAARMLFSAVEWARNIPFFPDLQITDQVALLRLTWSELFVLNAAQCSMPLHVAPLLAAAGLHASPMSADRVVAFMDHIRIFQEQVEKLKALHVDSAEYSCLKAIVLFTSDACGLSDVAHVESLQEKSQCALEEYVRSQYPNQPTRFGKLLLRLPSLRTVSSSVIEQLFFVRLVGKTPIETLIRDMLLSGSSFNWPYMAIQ
# KKLEB tox = cytotoxicity in KKLEB CF airway cells, primary screen, cytotoxicity control for CF NF-kB inhibitor project, cell-based, uHTS, fluorescence assay plates; KKLEB CF airway cells viability, ATPlite luminescence, overnight; hits give low values; cells stimulated with P. aeruginosa culture filtrate; activity change (cytotoxicity), % at 5 µM; 0.36% of 360,000 active; AID 602141, 2011;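 active means corrected activity change at or below -50% at 5 µM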
# NCOA3 inh = SRC3 coactivator transcriptional activity inhibitors, primary screen, cell-based, luminescence. Nuclear receptor coactivator 3 (Homo sapiens), Q9Y6Q9. HEK293 GAL4-SRC3 luciferase reporter. inhibition, % at 3.6 µM. 0.17% of 360,000 active;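 active means inhibition above a per-campaign cutoff, the mean of all compounds plus 3 SD, cut at about 60% in these data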;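 further: 0% = DMSO-treated cells and 100% = gossypol-treated cells at 36 µM; higher means less SRC3-driven luciferase light from the GAL4 reporter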
# SRC2 inh = inhibition of GAL4-SRC2 driven luciferase reporter, primary screen, SRC2 inhibitor project, cell-based, luminescence. Nuclear receptor coactivator 2 (Homo sapiens), Q15596. HEK293 GAL4-SRC2 luciferase reporter. inhibition, % at 9 µM. 0.17% of 370,000 active. AID 651957, 2012;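 active means inhibition above the mean inhibition of all tested compounds plus 3 SD, set per campaign, cut at about 52% in these data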;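 further: 0% = DMSO treated cells and 100% = cells given Gossypol at 36 µM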
# LMP1 NFkB inh = EBV LMP1-driven NF-kappaB luciferase reporter inhibitors, primary screen, cell-based, luminescence, single point; LMP1-induced NF-kappaB luciferase reporter cells; 0.69% of 350,000 active; inhibition, % at 12.5 µM; in the data active means inhibition above about 41%;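 further: 0% = neutral control wells and 100% = reference inhibitor control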
# SRC1 inh = SRC1 coactivator transcriptional activity inhibitors, primary screen, cell-based, luminescence; HEK293 GAL4-SRC1 luciferase reporter; inhibition, % at 3.6 µM; 0.12% of 360,000 active;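 active means inhibition above the campaign mean plus 3 SD, with each screening campaign given its own cutoff, cut at about 60% in these data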;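 further: 0% = DMSO treated cells and 100% = gossypol at 36 µM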
# TROY NFkB inh = inhibitors of TROY-driven NF-kB signaling, primary screen, Q293 LMP1-TROYcd cells, NF-kB luciferase, uHTS; Q293 LMP1-TROYcd NF-kB luciferase reporter, 4 h; 0.98% of 360,000 active; AID 1347056, 2019; inhibition, % at 10 µM;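 active means compounds whose plate-normalised and pattern-corrected inhibition of the luciferase reporter signal at the single screening dose is 50% or more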
# CF NFkB inh = inhibitors of PAF-induced NF-kB signaling, primary screen, cell-based, GFP fluorescence, uHTS | 0.86% of 360,000 active | AID 588850, 2011 | KKLEB NF-kB-GFP reporter, GFP fluorescence overnight | inhibition, % at 5 µM;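 active means at least 50% inhibition at 5 µM, scaled per plate between neutral and stimulator controls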;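 further: PAF is a Pseudomonas aeruginosa culture filtrate used as stimulus; plate controls were PAF-stimulated DMSO wells for no effect and unstimulated DMSO wells for full effect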
# TWEAK-Fn14 inh = inhibitors of TWEAK-Fn14 signaling, primary screen, luciferase reporter cells, uHTS | TWEAK-stimulated Fn14 reporter cells, luciferase luminescence, 8 h | inhibition, % at 10 µM | 2% of 360,000 active; in the data active means inhibition above about 50%
# NR5A2 inv ag = LRH-1 (NR5A2) inverse agonists, primary screen, cell-based, luminescence, HEK293T, StAR-luciferase reporter; Nuclear receptor subfamily 5 group A member 2 (Homo sapiens), O00482; inhibition, % at 3.6 µM; LRH-1 transfected, 24 h; AID 602396, 2012; 0.13% of 360,000 active;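 active means inhibition above the mean inhibition of all tested compounds plus 3 SD, cut at about 73% in these data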;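 further: 0% = DMSO wells and 100% = reporter-only cells lacking LRH-1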
# Target sequence (O00482 whole entry, looked up): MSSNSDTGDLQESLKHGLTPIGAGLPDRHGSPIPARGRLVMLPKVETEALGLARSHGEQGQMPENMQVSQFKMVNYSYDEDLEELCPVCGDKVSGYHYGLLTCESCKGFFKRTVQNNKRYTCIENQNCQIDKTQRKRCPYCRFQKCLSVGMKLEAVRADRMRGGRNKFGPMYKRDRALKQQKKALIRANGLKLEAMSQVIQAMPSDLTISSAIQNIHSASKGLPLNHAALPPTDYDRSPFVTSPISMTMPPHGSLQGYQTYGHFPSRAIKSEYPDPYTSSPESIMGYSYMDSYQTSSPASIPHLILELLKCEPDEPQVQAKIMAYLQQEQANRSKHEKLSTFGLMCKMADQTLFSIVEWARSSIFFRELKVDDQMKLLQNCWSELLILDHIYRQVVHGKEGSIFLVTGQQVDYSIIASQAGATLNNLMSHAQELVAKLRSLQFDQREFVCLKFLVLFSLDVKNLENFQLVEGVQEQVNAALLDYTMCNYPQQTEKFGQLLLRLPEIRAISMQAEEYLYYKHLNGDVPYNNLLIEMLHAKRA
# TRAIL sens C8 = viability loss with TRAIL in NB7+C8 cells, primary screen, TRAIL sensitizer project, cell-based, ATPlite luminescence. AID 624354, 2012. inhibition (viability loss, TRAIL sensitization), % at 10 µM. 1% of 360,000 active;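 active means compounds causing at least 50% loss of cell viability in the single-dose screen, relative to plate controls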
# Starred values were filed as active, the others as inactive; nt = no result given.
(1) COCCn1c(SCC(=O)Nc2cc(C)on2)nnc1C(C)C
(2) COc1ccc2c(c1)NC1(O)c3ccccc3C(=O)C21O (stereo not drawn)
(3) Cc1ccccc1C(=O)O/N=C(\N)c1ccc([N+](=O)[O-])cc1
(4) COc1ccc(/C(=C/Nc2cccc(Br)c2)C(C)=O)cc1OC
(5) Cc1ccc(-c2cc(-c3n[nH]c(=S)n3C)c3ccccc3n2)cc1
(6) CC(=O)Nc1ccc(S(=O)(=O)N2CCN(c3nnnn3-c3ccccc3)CC2)cc1
(7) COc1ccccc1S(=O)(=O)N(C)C[C@H]1OCc2cnnn2CCCC(=O)N([C@H](C)CO)C[C@@H]1C
(8) C=CCOc1ccc(CNCCO)cc1OCC

compound no.	1	2	3	4	5	6	7	8
COUP-TFII inh	7	-29	-30	7	-18	-12	-9	6
KKLEB tox	4	3	7	7	8	6	-4	0
NCOA3 inh	-17	15	-35	5	-2	13	11	16
SRC2 inh	20	5	-7	-15	-14	-45	-9	-24
LMP1 NFkB inh	-5	5	-37	10	1	-10	0	-4
SRC1 inh	-5	7	-20	10	-10	6	20	-12
TROY NFkB inh	-5	25	-15	-5	-24	20	2	9
CF NFkB inh	-10	-10	0	-24	4	-15	-5	13
TWEAK-Fn14 inh	16	17	-13	-3	-18	4	4	-9
NR5A2 inv ag	-3	6	-10	10	-12	12	10	6
TRAIL sens C8	20	-31	-15	1	8	6	0	-3

(9) N#Cc1cccc(NCC(=O)Nc2cccc(S(=O)(=O)N3CCCCC3)c2)c1
(10) Cc1ccc(C2C(C=Nc3c(C)n(C)n(-c4ccccc4)c3=O)=C(c3ccccc3)Oc3ccccc32)cc1 (stereo not drawn)
(11) CC1=C([N+](=O)[O-])C(c2ccc(O)c(O)c2)NC(=O)N1 (stereo not drawn)
(12) CCc1nnc(NC(=O)C2CCN(S(=O)(=O)Cc3ccccc3)CC2)s1
(13) O=C(CSc1cccc2cccnc12)NCc1ccco1
(14) CC1(C)CC[C@]2(C(=O)O)CC[C@]3(C)C(=CC[C@@H]4[C@@]5(C)CC[C@H](O[C@@H]6O[C@H](C(=O)O)[C@@H](O)[C@H](O[C@@H]7OC[C@H](O)[C@H](O)[C@H]7O)[C@H]6O)C(C)(C)[C@@H]5CC[C@]43C)[C@@H]2C1
(15) CC(=O)Nc1ccc(NC2=C/C(=N/S(=O)(=O)c3cccs3)c3ccccc3C2=O)cc1
(16) Cc1oncc1C(=O)Nc1ccc2ccccc2c1

compound no.	9	10	11	12	13	14	15	16
COUP-TFII inh	-15	5	6	-5	6	8	50*	-21
KKLEB tox	-1	-6	2	-1	0	-95*	-32	-20
NCOA3 inh	10	10	4	3	-53	-14	80*	-44
SRC2 inh	-15	-6	-16	-1	-8	17	43	-51
LMP1 NFkB inh	0	5	4	4	-1	-8	2	-17
SRC1 inh	8	-11	11	-9	-9	-6	-4	-68
TROY NFkB inh	6	10	1	-5	-2	87*	67*	-53
CF NFkB inh	6	6	1	16	0	88*	81*	0
TWEAK-Fn14 inh	15	-10	-2	-3	5	-77	99*	-6
NR5A2 inv ag	-7	13	13	-7	-22	-7	26	-84
TRAIL sens C8	-6	14	-30	-2	-17	-2	84*	32

(17) CCn1cc(CN2CCN(CCc3ccccc3)C(CCO)C2)c(C)n1 (stereo not drawn)
(18) COc1ccccc1CC(=O)Nc1cccc2c1CCCC2
(19) CC(C)c1ccc(NC(=O)CCNS(=O)(=O)c2cccc3nonc23)cc1
(20) Cc1csc2nc(CNS(=O)(=O)c3ccc4c(c3)OCCO4)cn12
(21) COc1cccc(C(=O)N2CCC[C@H]2C(=O)N2CCC[C@H]2C(=O)NCc2ccccn2)c1
(22) COc1ccccc1OCCNC(=O)c1c(-c2ccccc2Cl)noc1C
(23) CN(C(=O)CSc1nc(N)nn1-c1ccccc1)c1ccccc1
(24) CCN(c1ccccc1)S(=O)(=O)c1ccc(Cl)c(C(=O)NCc2ccco2)c1

compound no.	17	18	19	20	21	22	23	24
COUP-TFII inh	14	-16	6	16	-14	22	-25	-11
KKLEB tox	-5	18	-3	8	nt	-2	-4	8
NCOA3 inh	1	19	-5	5	nt	22	7	-25
SRC2 inh	-8	1	3	-8	-10	-8	7	7
LMP1 NFkB inh	5	1	5	0	nt	7	-1	-2
SRC1 inh	-7	-11	-10	-12	nt	-1	-2	-4
TROY NFkB inh	-16	-4	-18	-6	17	-7	-16	-5
CF NFkB inh	-16	14	5	-4	nt	0	-26	1
TWEAK-Fn14 inh	-2	0	-7	15	-1	-18	6	-7
NR5A2 inv ag	-14	3	0	19	-19	-9	-19	-8
TRAIL sens C8	4	10	-4	-3	0	2	-2	-6

# Random excerpt: 2 compounds from above.
(18) COc1ccccc1CC(=O)Nc1cccc2c1CCCC2
(20) Cc1csc2nc(CNS(=O)(=O)c3ccc4c(c3)OCCO4)cn12

compound no.	18	20
COUP-TFII inh	-16	16
KKLEB tox	18	8
NCOA3 inh	19	5
SRC2 inh	1	-8
LMP1 NFkB inh	1	0
SRC1 inh	-11	-12
TROY NFkB inh	-4	-6
CF NFkB inh	14	-4
TWEAK-Fn14 inh	0	15
NR5A2 inv ag	3	19
TRAIL sens C8	10	-3

# The list continues.
(25) COc1ccc(CN2CCNC(=O)C2CC(=O)NCCCn2cccn2)c(OC)c1 (stereo not drawn)
(26) Cc1ccccc1S(=O)(=O)N1C[C@H]2[C@H]3C(=O)N(c4ccccc4)C(=O)[C@H]3CC(=O)[C@H]2[C@@H]1c1ccc(Cl)cc1
(27) CC(=O)Nc1cc(C(=O)N2CCCC2)ccc1Sc1ccc(Cl)cc1
(28) CN(CCC1CCOCC1)Cc1nc(Cc2ccccc2F)no1
(29) Cc1ccc2nc(NNC(=O)c3ccc4c(c3)OCCO4)sc2c1
(30) Cc1ccc(S(=O)(=O)NCCC(c2ccc(F)cc2)c2ccco2)cc1 (stereo not drawn)
(31) CCOc1ccc(-c2nc(C#N)c(NCC(C)C)o2)cc1
(32) CC(C)(C)c1ccc(C(=O)NC(=S)Nn2cnnc2)cc1

compound no.	25	26	27	28	29	30	31	32
COUP-TFII inh	10	-16	27	6	-1	10	12	-14
KKLEB tox	0	-12	3	-2	-16	25	8	11
NCOA3 inh	5	18	8	11	-10	22	-12	-13
SRC2 inh	7	4	10	-16	-5	-7	-11	-43
LMP1 NFkB inh	-10	nt	8	-2	-10	-1	4	-13
SRC1 inh	2	10	-3	-16	-40	0	0	-52
TROY NFkB inh	-3	16	19	-9	10	20	48	1
CF NFkB inh	9	2	3	1	25	-10	-7	-27
TWEAK-Fn14 inh	-7	-5	7	-4	11	32	4	2
NR5A2 inv ag	20	8	6	10	-3	12	21	-73
TRAIL sens C8	1	3	-6	-1	-1	9	3	-2

(33) CCOCCC(=O)Nc1nnc(CCc2ccccc2)s1
(34) O=C1NC[C@H](c2ccccc2)N(CCc2cccc(F)c2)C1=O
(35) Cc1cccc(C(=O)N2CCN(c3ccc(C(F)(F)F)cn3)CC2)c1C
(36) Cc1cc(C)n2nc(SCc3ncc(-c4ccccc4)o3)nc2n1
(37) CCOc1c(C)cnc2c1c(=O)n(Cc1ccccc1Cl)c(=O)n2C
(38) CCC(Sc1nc2ccc(N)cc2s1)C(=O)Nc1nccs1 (stereo not drawn)
(39) Nc1ccc2cccc(O)c2c1
(40) COc1ccc(C(CNC(=O)COc2cccc(C(F)(F)F)c2)N2CCCC2)cc1 (stereo not drawn)

compound no.	33	34	35	36	37	38	39	40
COUP-TFII inh	6	4	26	-8	-1	-7	-8	4
KKLEB tox	-1	22	1	4	-2	-1	-13	-4
NCOA3 inh	2	0	6	9	8	-19	-23	8
SRC2 inh	-3	-16	1	-13	-3	-34	-21	9
LMP1 NFkB inh	2	-3	45*	8	5	2	-7	-8
SRC1 inh	1	-5	3	9	4	-17	-29	2
TROY NFkB inh	-14	-2	9	-1	8	7	50	13
CF NFkB inh	-3	6	15	8	-16	-15	22	5
TWEAK-Fn14 inh	13	-1	-4	7	-7	17	23	-5
NR5A2 inv ag	5	-18	-1	3	-13	22	-11	-10
TRAIL sens C8	-2	17	16	-34	-10	-5	6	8

# The list goes on, overlapping the part above by 4 compounds.
(37) CCOc1c(C)cnc2c1c(=O)n(Cc1ccccc1Cl)c(=O)n2C
(38) CCC(Sc1nc2ccc(N)cc2s1)C(=O)Nc1nccs1 (stereo not drawn)
(39) Nc1ccc2cccc(O)c2c1
(40) COc1ccc(C(CNC(=O)COc2cccc(C(F)(F)F)c2)N2CCCC2)cc1 (stereo not drawn)
(41) CCOc1ncccc1C(=O)OCC(=O)Nc1ccc(C(N)=O)cc1
(42) Cc1ccc(S(=O)(=O)N2CCN(C(=O)COC(=O)C3CC3C)CC2)c(C)c1 (stereo not drawn)
(43) COc1ccc(NC(=O)CN(C)CC(=O)Nc2cccc(S(=O)(=O)N(C)c3ccccc3)c2)cc1
(44) Cc1cc(NC(=O)c2c(F)cccc2Cl)no1
(45) Nn1c(SCc2cccc(Br)c2)nnc1-c1cccnc1
(46) CCOC(=O)C1CCN(c2c(NCCN3CCCCC3C)c(=O)c2=O)CC1 (stereo not drawn)
(47) Cc1ccc(CNC(=O)CN(C(=O)C2(C)CC(=O)N=C3C=CC=CN32)c2cccc(C)c2C)cc1 (stereo not drawn)
(48) COCCn1c(=O)[nH]c2cc(C(=O)NCc3cccnc3)ccc2c1=O
(49) COCCn1c(=N)c(C(=O)NCc2ccco2)cc2c(=O)n3cc(C)ccc3nc21
(50) CCc1cccc(NC(=O)Nc2cccs2)c1

compound no.	37	38	39	40	41	42	43	44	45	46	47	48	49	50
COUP-TFII inh	-1	-7	-8	4	-5	-2	7	-9	-1	21	-15	6	14	-28
KKLEB tox	-2	-1	-13	-4	13	8	-10	-11	-8	-9	-20	9	6	-13
NCOA3 inh	8	-19	-23	8	-27	-7	16	-7	26	6	10	1	1	-69
SRC2 inh	-3	-34	-21	9	14	17	-14	-35	9	-9	-23	-22	10	-41
LMP1 NFkB inh	5	2	-7	-8	-10	-3	6	-1	4	-2	-9	5	-4	-20
SRC1 inh	4	-17	-29	2	-11	-7	4	-6	5	8	-5	9	-15	-51
TROY NFkB inh	8	7	50	13	-24	-27	23	-32	-1	-1	16	-11	-15	13
CF NFkB inh	-16	-15	22	5	-5	-4	-12	8	17	3	8	-15	-11	8
TWEAK-Fn14 inh	-7	17	23	-5	-20	8	-5	-8	-12	-14	13	19	0	-34
NR5A2 inv ag	-13	22	-11	-10	1	-40	8	-29	17	-19	-8	15	5	-84
TRAIL sens C8	-10	-5	6	8	-3	3	-9	2	5	-29	15	3	-8	7
